ERAP1 HTS inh – inhibitors of human ERAP1 aminopeptidase. Q9NZ08. recombinant ERAP1, Leu-AMC fluorescence, 60 min. inhibition, % at 10.7 µM. hit rate 0.15% among 340,000. AID 652197;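 active = mean replicate inhibition of at least 30%, or all replicates individually reaching that 30% level; inactive = mean below 30% and not every replicate reaching it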;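 note: 0% = neutral control wells and 100% = L-leucinethiol positive control wells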
PglD inh – PglD (C. jejuni) enzyme inhibition | purified PglD enzyme, DTNB colorimetric CoA detection | inhibition, % at 12.5 µM | hit rate 0.098% among 360,000 | AID 602405; in the data active = inhibition above about 16%, passing the limit was not always enough; note: strong numbers were not always called active
E-selectin induc – induces E-selectin expression in human endothelial cells | HUVEC E-selectin immunofluorescence imaging; normalized: neutral wells 0, TNF-alpha wells 100 | activation, % at 7.58 µM | hit rate 0.37% among 260,000;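 active = mean E-selectin-positive cell signal at least 10% of the positive control, reached in at least 60% of replicates, without over 20% cell loss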;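 note: in these data hits start at about 27%; measured in HUVEC primary endothelial cells; signal is the percent of cells scored E-selectin positive by PE staining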
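Test system: HUVEC | Signal: Immunofluorescence imaging | Read-out: Percent E-selectin-positive cells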
miR-122 sensor – miR-122 inhibition in Huh7 cells; hit rate 0.3% among 340,000; activation (reporter increase), % at 12.5 µM; Huh7 miR-122 Renilla luciferase sensor, 48 h; neutral wells = 0, positive control = 100; AID 602342;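 active = mean replicate activation score at least 90 and every replicate individually at or above 90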;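 note: higher luciferase means less miR-122 activity so hits act as miR-122 inhibitors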
PGC1a acetyl inh – PGC1a acetylation modulation, inhibitor mode. U2OS PGC1a acetylation, AlphaScreen anti-acetyl-lysine; with virally co-expressed GCN5 acetyltransferase. inhibition, % at 15.6 µM. hit rate 0.17% among 350,000;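 active = every replicate shows inhibition of at least 40%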;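 note: 0% = neutral control wells and 100% = positive control wells; some results beyond the cut were filed as inactive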
RAD54 inh – inhibitors of human RAD54 branch migration. AID 602329. RAD54 Holliday junction branch migration, FAM/BHQ fluorescence. hit rate 0.14% among 360,000. inhibition, % at 10.4 µM;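 active = mean normalized replicate activity at least 40 and at least half of replicates scoring 40 or more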;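 note: 0% = median of neutral control wells and 100% = median of positive control wells; inhibitors cause a drop in the FAM fluorescence signal; in these data hits start at about 50%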
Target sequence (Q92698 whole entry, looked up): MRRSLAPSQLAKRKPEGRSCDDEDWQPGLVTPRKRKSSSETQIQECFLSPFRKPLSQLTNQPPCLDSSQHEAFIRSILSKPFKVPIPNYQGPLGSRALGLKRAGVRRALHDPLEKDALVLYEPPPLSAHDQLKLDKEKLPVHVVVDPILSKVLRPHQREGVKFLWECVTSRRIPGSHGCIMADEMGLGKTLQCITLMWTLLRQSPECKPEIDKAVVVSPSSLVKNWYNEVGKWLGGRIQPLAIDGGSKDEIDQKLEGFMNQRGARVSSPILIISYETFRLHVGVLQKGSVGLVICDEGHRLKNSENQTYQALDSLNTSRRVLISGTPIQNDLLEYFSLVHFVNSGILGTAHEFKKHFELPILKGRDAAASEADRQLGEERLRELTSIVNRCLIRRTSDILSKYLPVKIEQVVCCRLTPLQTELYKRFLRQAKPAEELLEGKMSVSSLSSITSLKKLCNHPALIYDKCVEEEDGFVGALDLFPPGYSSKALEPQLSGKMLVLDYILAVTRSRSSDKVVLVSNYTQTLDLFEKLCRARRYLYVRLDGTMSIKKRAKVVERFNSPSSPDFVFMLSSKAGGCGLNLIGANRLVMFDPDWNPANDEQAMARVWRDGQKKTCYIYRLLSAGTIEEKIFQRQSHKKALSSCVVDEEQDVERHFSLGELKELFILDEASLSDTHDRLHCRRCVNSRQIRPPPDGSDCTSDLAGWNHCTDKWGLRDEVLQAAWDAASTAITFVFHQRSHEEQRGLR
RAD52 anneal inh – blocks human RAD52 DNA annealing | P43351 | inhibition, % at 18.7 µM | hit rate 0.46% among 360,000 | recombinant RAD52 DNA annealing, FRET fluorescence;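 active = every replicate showing at least 50% inhibition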
Cneo AK release – causes C. neoformans cell lysis. adenylate kinase release luminescence, 4 h; normalised: neutral wells 0, clomiphene wells 100. lysis activity, % at 15 µM. hit rate 0.2% among 360,000;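 active = mean lysis activity across replicates of at least 80%, whatever share of replicates individually reach that level; inactive = mean lysis activity below 80%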
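Assay system: log-phase C. neoformans yeast / Quantity: yeast cell density of 5 × 10^6 cells/mL / Medium: fresh YPD growth medium / Compound: single dose / Timing: static 4 h at 37 °C with compound, 1 h detection / Measured by: adenylate kinase release luminescence / Read-out: lysis from increased AK signal / Benchmarks: Clomiphene as positive lysis control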
Numbers without * were called inactive; / = no result given; & = joins results of further samples; [ ] = dose if it differs, or a comment.

SMILES	ERAP1 HTS inh	PglD inh	E-selectin induc	miR-122 sensor	PGC1a acetyl inh	RAD54 inh	RAD52 anneal inh	Cneo AK release
COc1cc(NC(=O)c2cc(OC)c(OC)c(OC)c2)c(OC)cc1NC(=O)CN1CCCCC1	/	-7	/	-5	-5	6	/	-1
[O-][n+]1c2cc(C(F)(F)F)ccc2c2n1CCN=C2c1ccc(Cl)cc1	2	-1	0.2	2	-26	0	-20	2
CC(C)N(C(=O)Cn1cc(S(=O)(=O)CC(=O)NCCc2ccccc2)c2ccccc21)C(C)C	-3	9	0.5	0	1	4	-5	-2
C[C@H](CO)N1C[C@H](C)[C@H](CN(C)S(C)(=O)=O)Oc2cc(C#Cc3ccc(F)cc3)ccc2S1(=O)=O	3	-4	0.7	-6[16.7 µM]	-1	-4	7	-7
O=C(CN1C(=O)c2ccccc2C1=O)NCC(=O)Nc1ccccc1	-5	0	-0.1	/	1	7	-2	0
COc1ccc(C)cc1NC(=O)CSc1nc2scc(C)c2c(=O)[nH]1	3	0	-0.1	4	2	-4	-13	-5
COc1cccc(NC(=O)N(C)C[C@H]2OCc3ccccc3-c3ccccc3C(=O)N([C@H](C)CO)C[C@@H]2C)c1	-1	-37	4.0	/	-7	6	0	-3
CCOC(=O)c1c(C)oc2ccc(OCc3cc(C(=O)OC)oc3C)cc12	/	-8	/	-3	-14	-19	/	-2
CC(C)NC(=O)Nc1ccc2c(c1)C(=O)N([C@H](C)CO)C[C@H](C)[C@H](CN(C)S(=O)(=O)c1cccs1)OCCCC[C@H](C)O2	2	-2	/	19[16.7 µM]	5	2	-38	3
CCN1C(=O)C2(SC(NC(C)=O)=NN2C(C)=O)c2cc(C)ccc21 (stereo not given)	/	-5	/	/	1	3	/	-4
CCN(C(=O)CCS(=O)(=O)c1cccc2nonc12)c1ccc(C)c(C)c1	1	4	/	-1	-3	4	-17	-1
O=C(C[C@H]1CC[C@@H]2[C@H](COC[C@H](O)CN2C(=O)c2ccccc2)O1)Nc1ccc(-c2ccccc2)cc1	-5	-2	0.5	8[16.7 µM]	5	-1	-27	-6
O=C(Cc1ccccc1)NNC(=O)Nc1cccc(Cl)c1	/	5	/	8	11	13	/	-1
C[C@H]1CN([C@@H](C)CO)C(=O)Cc2cc(NC(=O)Nc3ccccc3)ccc2O[C@@H]1CN(C)Cc1ccc(C(=O)O)cc1	0	0	-0.2	-2[16.7 µM]	10	-12	-1	0
COc1ccc(NC(=O)O/N=C/c2c(C)nn(C(C)(C)C)c2C)cc1	/	3	0.0	-4	27	-7	-6	0
COc1ccc(CCN=C2SCC(=O)N2Cc2ccccc2)cc1OC	-5	3	/	1	-8	-11	0	6
O=C(c1ccccn1)N1C[C@H]2[C@@H](c3ccccc31)[C@H](CO)N2C(=O)Nc1ccccc1F	3	5	-0.1	7[16.7 µM]	0	-19	14	4
COc1ccc(NC(=O)COC(=O)c2ccc(S(=O)(=O)N(C)c3ccccc3OC)cc2)cc1	-2	-1	/	-2	0	-1	-5	0
Cc1onc(-c2ccccc2)c1C(=O)NCc1ccccc1F	-3	-5	0.5	-5	-2	7	-13	-1
Cc1cc(CNC(=O)c2cccc3c2C(=O)c2ccc(-c4ccc(F)cc4OCc4ccccc4)cc2S3(=O)=O)c(C(F)(F)F)o1	5	-6	1.9	-9	/	-4	-16	1

Entries of single compounds, quoted from the list. Screens in order: ERAP1 HTS inh	PglD inh	E-selectin induc	miR-122 sensor	PGC1a acetyl inh	RAD54 inh	RAD52 anneal inh	Cneo AK release
Shown for `O=C(C[C@H]1CC[C@@H]2[C@H](COC[C@H](O)CN2C(=O)c2ccccc2)O1)Nc1ccc(-c2ccccc2)cc1` = -5	-2	0.5	8[16.7 µM]	5	-1	-27	-6
Shown for `COc1ccc(CCN=C2SCC(=O)N2Cc2ccccc2)cc1OC` = -5	3	/	1	-8	-11	0	6
Shown for `COc1cc(NC(=O)c2cc(OC)c(OC)c(OC)c2)c(OC)cc1NC(=O)CN1CCCCC1` = /	-7	/	-5	-5	6	/	-1
Shown for `CC(C)NC(=O)Nc1ccc2c(c1)C(=O)N([C@H](C)CO)C[C@H](C)[C@H](CN(C)S(=O)(=O)c1cccs1)OCCCC[C@H](C)O2` = 2	-2	/	19[16.7 µM]	5	2	-38	3

Further compounds:
SMILES	ERAP1 HTS inh	PglD inh	E-selectin induc	miR-122 sensor	PGC1a acetyl inh	RAD54 inh	RAD52 anneal inh	Cneo AK release
O=C(Nc1ccc(Oc2ccsc2C(=O)O)cc1)c1ccccc1	-5	4	0.2	-16	8	-6	3	0
CC(C)c1ccc(S(=O)(=O)N2CCN(C(=O)c3ccc(N4CCCC4)c([N+](=O)[O-])c3)CC2)cc1	0	-4	/	-4	-1	2	5	-1
COc1ccccc1-c1coc2c(CN3CCN(CCO)CC3)c(O)ccc2c1=O	/	1	/	-2	10	-4	/	-1
CC(C)C1N(C(=O)N2CCOCC2)CCN1S(=O)(=O)c1ccccc1 (stereo not given)	1	1	0.7	-2	/	-8	-11	-9
Cc1cc(C)cc(N(C(=O)CNC(=O)c2ccco2)C(C(=O)NC2CCCCC2)c2cccnc2)c1 (stereo not given)	2	-4	/	/	/	0	-9	-2
Cc1nn(Cc2ccccc2Cl)c2sc(C(=O)NCc3ccc4c(c3)OCO4)cc12	/	-3	/	-4	-16	12	/	-1
C[C@@H]1CN([C@@H](C)CO)S(=O)(=O)c2ccc(/C=C/c3ccccc3)cc2O[C@H]1CN(C)C(=O)c1ccc2c(c1)OCO2	4	-1	/	28[16.7 µM]	5	-2	-2	-2
CCOC(=O)c1cc2c(C)[nH]c(C)c2cc(C(=O)OCC)c1=O	0	/	/	5	-20	/	-32	/
Cn1cnc(S(=O)(=O)N2CC[C@@H]3[C@H]2c2cc(C#Cc4ccccc4)ccc2N[C@@H]3CO)c1	0	-5	2.0	-9[16.7 µM]	-7	-4	-24	2
O=C(C1CC1)N1CCCCN2[C@H](C1)[C@@H](c1ccc(C#CC3CCCC3)cc1)[C@@H]2CO	-1	1	-0.1	6[16.7 µM]	-3	-3	-46	49
Cc1noc(C)c1S(=O)(=O)Nc1ccc2c(c1)C(=O)N([C@H](C)CO)C[C@H](C)[C@H](CN(C)S(=O)(=O)c1cccs1)OCCCC[C@@H](C)O2	/	-3	/	1[16.7 µM]	4	5	/	2
COc1ccc(-c2ccc([C@H]3[C@H]4CN(C(=O)NC(C)C)CC(=O)N4[C@H]3CO)cc2)cc1	6	/	0.1	/	-2	/	14	/
COc1ccc(C2CCCN2C(=S)Nc2ccc(C)cc2C)cc1OC (stereo not given)	-4	-1	4.1	5	1	10	-2	7
Cc1ccc(S(=O)(=O)N(C)C[C@H]2OCCCC[C@@H](C)Oc3ccc(NS(=O)(=O)c4c(C)noc4C)cc3C(=O)N([C@H](C)CO)C[C@H]2C)cc1	-2	-1	/	-11[16.7 µM]	-19	6	-58	7
C[C@@H]1CN([C@@H](C)CO)C(=O)c2cc(NS(C)(=O)=O)ccc2O[C@H]1CN(C)Cc1ccc(Oc2ccccc2)cc1	0&-1	3&6	0.1&0.2	-8[16.7 µM]	-6	0&-11	-5&-84	0&7
O=C(NNC(=O)c1cccs1)c1cccnc1	-4	0	-0.1	/	/	14	-12	-2
Cn1c2c(c(=O)n(C)c1=O)C(c1ccc(Br)cc1)Nc1ccccc1O2 (stereo not given)	/	-2	/	-1	-3	-2	/	3
COc1ccc2c3c(n(C)c2c1)[C@H](CO)N(Cc1cccc(F)c1)CC31CN(C(=O)Cc2ccccc2)C1	-3	/	-0.4	/	-19	/	3	/
CCN(CC(=O)Nc1cccc(OC)c1)CC(=O)Nc1ccc(Br)c(C)c1	0	5	-0.1	8	2	-3	-8	0
CS(=O)(=O)N(Cc1nc(-c2ccc(F)cc2)no1)c1ccccc1Cl	0	6	0.1	-2	0	-7	6	-2
CC(=O)Nc1ccc(SCc2c(C)noc2C)cc1	4	-5	0.0	14	-2	1	-10	-2
Cn1c(=O)n(C)c2cc(C(=O)O)ccc21	/	1	/	-5	-4	0	/	1
O=C(Nc1ccccc1N1CCCCC1)c1ccc(OC(F)F)cc1	-1	-2	0.0	2	-9	-4	-19	-3
CCC(Oc1ccccc1)C(=O)Nc1ccc(C)c(S(=O)(=O)N2CCOCC2)c1 (stereo not given)	-1	-2	-0.2	5	-9	3	-5	-3
COc1cccc(N2CC(=O)N(NC(=O)CSc3nc(C)cc(C)c3C#N)CC2=O)c1	/	0	1.2	-5	5	10	/	2
COc1ccc(S(=O)(=O)N(C)C[C@H]2OCCCC[C@@H](C)Oc3ccc(NC(=O)c4ccncc4)cc3C(=O)N([C@H](C)CO)C[C@@H]2C)cc1	-1	-3	0.7	6[16.7 µM]	-1	-2	1	-2
COc1ccc(CCNC(=O)C2CC(=O)N(C3CCCC3)C2)cc1OC (stereo not given)	/	0	/	-8	29	-15	/	3
CC(=O)Nc1ccc(-n2c(C)nc(=O)c(-c3ccccc3)c2C)cc1	/	0	/	-5	/	2	/	1
Cc1ccc(CNS(=O)(=O)c2ccc(C(F)(F)F)cc2)n1C	/	-2	25	0	5	-3	-24	-1
CCN(CC)C(=O)Cn1cc(C(=O)C(=O)N(CC)C2CCCCC2)c2ccccc21	-2	-2	-0.1	-4	22	6	-11	-6
O=C(C1CC1)N1CC(=O)N2[C@H](C1)[C@H](c1ccc(-c3ccccc3F)cc1)[C@@H]2CO	2	/	0.1	/	7	/	5	/
CCCc1nc2ccccc2n1C(=S)SC	-4	/	/	2	-17	/	-7	/
COc1cc(CN2CCNC(=O)C2CC(=O)NCCCN2CCOCC2)cc(OC)c1 (stereo not given)	2	4	/	-3	-6	-5	-3	-2
Cn1c(=O)c(C(=O)NC2CCCCCC2)c(O)c2ccccc21	10	-3	1.6	2	/	-7	-9	0
Cn1c(=O)cc(SCC(=O)N2CCCC2)c2cc(Cl)ccc21	/	2	/	0	2	-3	/	0
Cc1ccccc1NC(=O)c1cc(N)ccc1N1CCCCC1	/	-1	/	-4	-3	11	/	-4
C[C@H]1CN([C@@H](C)CO)C(=O)Cc2cc(NS(=O)(=O)c3ccc(F)cc3)ccc2O[C@H]1CN(C)Cc1ccc(C(F)(F)F)cc1	-2	0	-0.3	-5[16.7 µM]	-5	-2	13	2
CC(C)C(NC(=O)OCc1ccccc1)C(=O)OCC(=O)N1C(C)CCCC1C (stereo not given)	/	-14	/	-5	-10	3	/	-1
COc1ccc(S(=O)(=O)Nc2ccc3c(c2)C(=O)N([C@@H](C)CO)C[C@H](C)[C@@H](CN(C)Cc2ccccc2)O3)cc1	-1	10	0.5	3[16.7 µM]	-4	2	18	-4
C[C@H](CO)N1C[C@H](C)[C@H](CN(C)S(=O)(=O)c2cn(C)cn2)OCCCC[C@H](C)Oc2ccc(NC(=O)Cc3ccccc3)cc2C1=O	/	-3	-0.2	6[16.7 µM]	0	7	/	-21
CC(C)(C)c1ccc(C(=O)NCC(=O)N2CCNC(=O)C2)cc1	6	-8	-0.1	-1	1	7	-1	-1
COc1ccc(CNC(=O)COC(=O)c2c(NC(C)=O)sc(C)c2C)cc1OC	-3	9	0.2	-3	4	-2	-18	0
C=CCN1C(c2ccccc2)=CS/C1=C(\C#N)c1nnc2n1CCCCC2	/	4	/	-1	-7	5	/	0
CC(C)C#Cc1cnc2c(c1)C(=O)N([C@@H](C)CO)C[C@H](C)[C@H](CN(C)Cc1ccccn1)O2	-3	-2	-0.2	-1[16.7 µM]	12	-1	-3	-1
C[C@@H]1CN([C@@H](C)CO)C(=O)c2ccccc2-c2ccccc2CO[C@@H]1CN(C)S(=O)(=O)c1cccs1	-2	0	-0.2	/	-1	-4	1	0

Source: PubChem

Random draw from the library; 1.4% or so of the library scored in one or more.
